Screening data (PubChem BioAssay)
ADAM17 inh = inhibitors of human ADAM17. recombinant ADAM17, EDANS/DABCYL FRET peptide cleavage. inhibition, % at 6.95 µM. P78536. AID 720648. 370,000 tested, 0.83% active;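 active = inhibition above the mean of compounds lying between control limits plus 3 SD, set per campaign, cut at about 8.5% in these data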;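 also: 0% = DMSO-only wells as the low control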
ADAM10 inh = inhibitors of human ADAM10; O14672; recombinant ADAM10, EDANS/DABCYL FRET peptide cleavage, 3 h; inhibition, % at 7 µM; 370,000 tested, 0.62% active;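 active = inhibition above a per-campaign cutoff equal to the mean of compounds falling between control-based bounds plus 3 SD, cut at about 20% in these data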;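 also: 0% = DMSO wells while the 100% control is not disclosed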
Target sequence (O14672 214-748 limits assumed): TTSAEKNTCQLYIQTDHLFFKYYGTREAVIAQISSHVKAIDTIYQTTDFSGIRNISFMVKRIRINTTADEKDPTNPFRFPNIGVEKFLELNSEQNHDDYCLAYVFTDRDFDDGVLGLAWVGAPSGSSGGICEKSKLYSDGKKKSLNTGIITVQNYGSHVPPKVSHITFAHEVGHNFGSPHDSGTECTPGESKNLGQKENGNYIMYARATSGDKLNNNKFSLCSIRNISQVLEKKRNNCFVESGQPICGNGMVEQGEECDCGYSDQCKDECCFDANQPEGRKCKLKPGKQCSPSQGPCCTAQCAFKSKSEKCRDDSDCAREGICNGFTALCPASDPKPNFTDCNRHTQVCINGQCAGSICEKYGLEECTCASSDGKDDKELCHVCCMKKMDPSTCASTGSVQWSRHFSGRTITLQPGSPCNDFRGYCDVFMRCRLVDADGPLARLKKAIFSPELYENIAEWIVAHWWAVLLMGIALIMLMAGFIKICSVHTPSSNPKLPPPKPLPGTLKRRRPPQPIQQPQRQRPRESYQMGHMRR
SIAE primary = human SIAE inhibition, primary screen | SIAE FP-Rh probe binding, fluorescence polarization | inhibition, % at 9.66 µM | 370,000 tested, 0.69% active | AID 1053197;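 active = inhibition above a cutoff: mean of compounds within the control limits plus 3 SD of those, cut at about 17% in these data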;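 also: 0% = plate median of compound wells and 100% = probe without SIAE protein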
ASAP1 inh = ASAP1 ArfGAP inhibition; ASAP1-stimulated ARF1 GTP hydrolysis, GDP FP detection; inhibition, % at 16.5 µM; AID 624377; 360,000 tested, 0.19% active; Q9ULH1; in the data active = inhibition above about 25%;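 also: 0% = vehicle with enzyme and substrate and 100% = no enzyme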
PLC-gamma1 inh = PLC-gamma1 (human) inhibition, primary screen | P19174 | purified PLC-gamma1, fluorogenic substrate, fluorescence | inhibition, % at 12.2 µM | 370,000 tested, 0.84% active | AID 720700; in the data active = inhibition above about 9.5%
Tn6 DDE FP = disrupts Tn6 cyclic peptide binding to fibrin D-Dimer-E complex; Fibrin DD(E) TRITC-Tn6 fluorescence polarization displacement; inhibition, % at 8.3 µM; 370,000 tested, 0.21% active;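 active = inhibition above a per-campaign cutoff: mean of compounds within control limits plus 3 SD, cut at about 15% in these data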;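 also: 0% = median of all compound wells on the plate and 100% = blocking peptide control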
DDE Tn7 FP inh = DD(E)-Tn7 binding inhibition, primary FP screen; AID 720508; FP displacement of FITC-Tn7 peptide from fibrin DD(E); 0% = median of compound wells per plate; inhibition, % at 8.3 µM; P02675; 370,000 tested, 0.13% active;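 active = inhibition above the mean of compounds falling within the control limits plus 3 SD of them, cut at about 14% in these data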;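 also: 0% = plate median of compound wells and 100% = 10 µM Aha-Tn7 peptide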
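system = human fibrin DD(E) protein | quantity = DD(E) 2 µM final | medium = Tris/NaCl/CaCl2 buffer, pH 7.8 | also added = labelled Tn7 tracer, 0.1 µM | compound dosing = single point at 8.3 µM | timing = compound with protein 10 min, then 3 h after probe, room temperature | signal = FP measurement | benchmarks = Aha-Tn7 high control | repeats = one replicate per compound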
TDP2 inh = TDP2 (human) inhibition, absorbance primary screen. O95551. recombinant TDP2, T5PNP hydrolysis, p-nitrophenol absorbance 415 nm. inhibition, % at 12.8 µM. 370,000 tested, 0.34% active;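 active = inhibition above the mean of all tested compounds plus 3 SD, set per campaign, cut at about 25% in these data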;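 also: 0% = DMSO with enzyme and 100% = buffer with substrate but no TDP2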
Target sequence (O95551 whole entry, looked up): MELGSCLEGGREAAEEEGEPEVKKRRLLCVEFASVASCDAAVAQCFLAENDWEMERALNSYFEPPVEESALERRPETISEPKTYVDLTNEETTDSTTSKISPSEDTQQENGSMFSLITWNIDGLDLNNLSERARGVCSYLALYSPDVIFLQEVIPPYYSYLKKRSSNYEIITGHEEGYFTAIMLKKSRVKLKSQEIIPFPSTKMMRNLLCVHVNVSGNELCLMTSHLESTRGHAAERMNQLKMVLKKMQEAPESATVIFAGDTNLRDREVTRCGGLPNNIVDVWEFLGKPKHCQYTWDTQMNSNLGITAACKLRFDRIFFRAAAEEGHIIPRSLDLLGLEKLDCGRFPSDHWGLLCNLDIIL
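Read-out basis: percent inhibition. System: recombinant human TDP2. Buffer or medium: Mg2+-containing Tris-HCl buffer, pH 7.5. Repeats: single replicate. Timing: reaction 2 h, 37 °C. Benchmarks: high control without enzyme, low control DMSO plus TDP2. Probe or stimulus: 5 mM T5PNP. Doses: 12.8 µM only. Measured by: epi absorbance of p-nitrophenol freed from T5PNP by hydrolysis.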
ARFGAP1 inhibitor = rat ARFGAP1 inhibition. inhibition, % at 16.5 µM. 360,000 tested, 0.26% active. AID 651572. Arfgap1-stimulated ARF1 GTP hydrolysis, GDP FP detection;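 active = inhibition above a per-plate limit, mean inhibition of low control wells plus 3 SD, cut at about 25% in these data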;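 also: 0% = DMSO wells with enzyme and 100% = wells lacking Arfgap1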
Target sequence (Q62848 1-136 limits assumed): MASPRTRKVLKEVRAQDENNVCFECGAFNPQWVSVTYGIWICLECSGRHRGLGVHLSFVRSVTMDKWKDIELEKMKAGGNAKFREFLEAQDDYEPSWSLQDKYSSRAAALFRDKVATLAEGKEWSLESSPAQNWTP
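System: truncated rat Arfgap1 GAP domain / Medium: HEPES-based buffer, pH 7.5 / Also added: N-terminally truncated human ARF1-GTP substrate / Incubation: enzyme reaction 120 min at 25 °C after 20 min preincubation / Measured by: FP of antibody-bound GDP Alexa 633 tracer, ex 620/em 688 nm / Replicates: singlicate, each compound tested once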
PLC-beta3 inh = PLC-beta3 (human) inhibition, primary screen. 370,000 tested, 0.18% active. inhibition, % at 12.2 µM. Q01970. Purified PLC-beta3, fluorogenic substrate, fluorescence; in the data active = inhibition above about 11%;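 also: 0% = median of compound wells on plate and 100% = full blocker control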
Active calls of the source: *; i = inactive; · = not tested or not shown. Compounds were not picked by outcome; any-hit rate near 3.6%.

SMILES | ADAM17 inh | ADAM10 inh | SIAE primary | ASAP1 inh | PLC-gamma1 inh | Tn6 DDE FP | DDE Tn7 FP inh | TDP2 inh | ARFGAP1 inhibitor | PLC-beta3 inh
Cc1ccc(SCc2nc(-c3ccccn3)no2)cc1 | -1 | -8 | 1 | 13 | -2 | -3 | -5 | 2 | 10 | 2
Cc1ccc(-n2ncc3c(SCc4cccnc4)ncnc32)c(C)c1 | 4 | 14 | 3 | 3 | 1 | -2 | -3 | -14 | -2 | 3
O=C(O)c1ccccc1/C=N/NC(=S)NC1CCCCC1 | 2 | 23* | 8 | 11 | 11* | 5 | -6 | -10 | -4 | 7
CCN(CC)CC(=O)N1CCCC(C(=O)c2ccccc2OC)C1 (stereo not given) | 1 | 5 | -1 | -12 | -1 | 0 | 5 | 5 | -8 | 2
O=C(NC1CCCCC1)c1ccc(COCC(F)(F)F)o1 | -4 | -5 | -6 | 0 | 1 | -7 | -7 | 3 | 1 | -1
CC(=O)Nc1cccc(NC(=O)CSc2nc(=O)n(CCCN3CCOCC3)c3c2CCC3)c1 | -3 | -3 | -3 | 1 | -1 | -2 | -9 | 18 | 8 | -1
Cc1ccc(C)c(N2N=C(C(=O)Nc3ccccc3N3CCOCC3)CCC2=O)c1 | 0 | -6 | 0 | -5 | 2 | -2 | 6 | 1 | -6 | -4
COc1ccc(C(=O)Nc2ccc3c(c2)OCCO3)cc1[N+](=O)[O-] | -7 | 6 | -7 | -5 | 2 | 2 | 3 | 6 | -2 | -4
COc1cccc(C2CC(=O)N3CN(c4ccccc4F)CSC3=C2C#N)c1 (stereo not given) | -4 | -13 | 9 | 5 | -3 | 0 | 3 | 6 | -3 | -5
CCN(Cc1cc2ccccc2[nH]c1=O)C(=O)C(C)C | -5 | -10 | 6 | 23 | 4 | -11 | -8 | -2 | 7 | 0
CCOC(=O)c1ccc(S(=O)(=O)n2c(CN3CCCCC3)nc3ccccc32)cc1 | -4 | -5 | 16 | 4 | -3 | -5 | 4 | 9 | -5 | -4
CCOC(=O)c1ccc(NC(=S)N2CCSC2c2ccc(Br)cc2)cc1 (stereo not given) | 0 | 2 | 6 | 6 | 1 | -5 | -3 | 10 | 4 | -1
COC(=O)c1ccc(Sc2ccccc2NS(=O)(=O)c2ccc(NC(C)=O)cc2)nc1 | 6 | -4 | -20 | 9 | 2 | 3 | -3 | -8 | 0 | -5
O=[N+]([O-])c1cnccc1Nc1ccc(F)cc1 | 1 | -6 | -3 | 5 | 6 | -4 | -1 | -8 | 4 | -1
COc1ccc(-c2c[n+]3c(n2-c2ccccc2)CCCCC3)cc1 | 0 | 4 | 1 | 0 | -4 | -1 | -2 | 4 | 14 | 3
COc1cc(NC(=S)N2c3ccccc3CC2C)cc(OC)c1 (stereo not given) | -1 | 2 | 6 | -14 | -2 | -7 | -2 | -3 | 8 | -16
CC(Oc1ccccc1)c1nnc(N)s1 (stereo not given) | 1 | -9 | 4 | 6 | 1 | -8 | -5 | 2 | -3 | 1
O=C(OCc1ccccc1)N1CCC2CC1c1cc(-c3cc4ccccc4o3)ccc12 (stereo not given) | -5 | -18 | -1 | -8 | -3 | -5 | -4 | 7 | 12 | -3
Cc1ccc(SC[C@H](Cc2ccccc2)N2CCN(CCc3ccccc3)CCC2=O)cc1 | -1 | -5 | 1 | 3 | 1 | 6 | 5 | 6 | 9 | -2
CSCCC(NC(=O)c1ccc([N+](=O)[O-])cc1Cl)C(=O)OCC(=O)N(C)C (stereo not given) | 0 | 1 | 3 | 0 | 2 | 3 | -4 | 6 | 2 | 2

SMILES | ADAM17 inh | ADAM10 inh | SIAE primary | ASAP1 inh | PLC-gamma1 inh | Tn6 DDE FP | DDE Tn7 FP inh | TDP2 inh | ARFGAP1 inhibitor | PLC-beta3 inh
CN(C)CCOC(=O)NC12CC3CC(CC(C3)C1)C2 | -6 | 2 | -3 | 8 | 3 | 6 | 3 | 3 | -7 | 4
O=S(=O)(Nc1nc2ccccc2nc1N1CCN(CCO)CC1)c1cc(F)ccc1F | -16 | -89 | -5 | 9 | -14 | 11 | -1 | -2 | -6 | -22
COc1ccc(CCNC(=O)Cn2c(=O)n(CC3CCCO3)c(=O)c3ccccc32)cc1OC (stereo not given) | -8 | -2 | -4 | -6 | 5 | -12 | 2 | -1 | 0 | -7
Fc1ccc(-c2nc3c(-c4ccccc4)cnn3cc2CCN2CCOCC2)cc1 | -2 | 9 | -2 | 0 | -15 | 5 | 1 | 5 | -4 | -31
COc1ccccc1C(=O)NC(CCSC)C(=O)OCC(=O)N1CCCC1=O (stereo not given) | -6 | -13 | 7 | -11 | 2 | 5 | 0 | 2 | -6 | -1
O=C(O)Cc1ccc(OCc2ccc(Cl)nc2)cc1 | -3 | 0 | 2 | -8 | 0 | -2 | 6 | 3 | 3 | 0
O=C(NC1CCCCCC1)c1cc(S(=O)(=O)N2CCOCC2)ccc1N1CCCCC1 | -2 | -10 | -4 | -12 | -5 | 1 | -1 | -19 | 3 | -9
N#Cc1c(N)c(C(=O)c2ccccc2)n2ccccc12 | -2 | -7 | -6 | 5 | 0 | 6 | 5 | 2 | 5 | -10
CCOc1ccc(CCNC(=O)Cc2ccc(S(=O)(=O)N3CCOCC3)s2)cc1OCC | 4 | -4 | -7 | -5 | 0 | -6 | -6 | -11 | 3 | -8
COC(=O)C1CN(Cc2cn(Cc3ccc(Cl)cc3)nn2)CCS(=O)(=O)N1Cc1ccc(F)cc1 (stereo not given) | 0 | 0 | 0 | · | 0 | -2 | 6 | 11 | · | 0
CC1=CC(C)(C)N2C(=O)C3(SCC(=O)N3c3ccc(O)cc3)c3cc(C)cc1c32 (stereo not given) | 3 | 7 | -6 | -6 | -3 | -3 | 1 | -6 | -8 | -4
COC(=O)N/N=C/c1ccc(-c2ccc(C)c(Cl)c2)o1 | -1 | -21 | 1 | -4 | -2 | 5 | -5 | -4 | -8 | -1
Cc1ccccc1NC(=O)N1CCc2ccccc2C1 | -6 | 5 | 4 | -7 | -1 | 7 | -3 | 0 | 6 | -4
Cc1ccc2oc(=O)c(/C=C(\O)c3ccco3)nc2c1 | 1 | 21* | 4 | -6 | 0 | -4 | 1 | -5 | 7 | -13
CCCCCCN1C[C@H](n2cc(COC(=O)c3ccccc3)nn2)[C@@H](O)C[C@@H]1c1ccc(OC)cc1 | -3 | -24 | 3 | 0 | 0 | -7 | -6 | 11 | 6 | -3
O/N=C/c1cn(-c2ccc(Cl)cc2)nn1 | 0 | -4 | 0 | 3 | 0 | 1 | 1 | 7 | -2 | 1
C=CCNC(=S)Nc1ccc(OC)c(S(=O)(=O)N2CCOCC2)c1 | -2 | 3 | -4 | -12 | 0 | 8 | 7 | 13 | -15 | -4
N#Cc1ccc(Cl)cc1NC(=O)CNc1cccc(S(=O)(=O)N2CCCC2)c1 | -3 | -7 | -3 | 8 | -2 | 2 | 1 | 13 | -14 | -7
CN(c1ccc(NC(=O)Cc2cn(C)c3ccccc23)cc1)c1ccccn1 | 0 | -2 | 29* | 15 | -9 | -7 | -6 | -3 | 18 | -14
O=S(=O)(N[C@H](CO)Cc1ccccc1)c1ccc(Br)cc1F | -4 | -1 | -1 | 11 | -4 | 0 | -1 | 7 | -1 | -4

SMILES | ADAM17 inh | ADAM10 inh | SIAE primary | ASAP1 inh | PLC-gamma1 inh | Tn6 DDE FP | DDE Tn7 FP inh | TDP2 inh | ARFGAP1 inhibitor | PLC-beta3 inh
Cc1cc(C=O)c(C)n1-c1cc(C(=O)O)cc(C(=O)O)c1 | -10 | -23 | 0 | -7 | -15 | -7 | -1 | -1 | 2 | -23
Cc1ccc(C(=O)OCC(=O)NCc2ccc(Cl)cc2Cl)o1 | -2 | -7 | 5 | 8 | -1 | 0 | 5 | 3 | -1 | -1
CC(C)(C)OC(=O)N1CCC[C@H]1c1nnc(SCc2ccccc2F)o1 | 5 | 1 | 1 | 8 | 5 | 6 | 1 | -1 | 1 | 4
CC(C)NC(=NCc1ccc(Cl)cc1Cl)Nc1ccccc1 | 4 | 5 | -3 | -6 | 4 | -1 | -7 | -17 | -6 | -1
CCOc1ccccc1/C=N/NC(=O)c1nnn(-c2nonc2N)c1CN1CCCC1 | 2 | -1 | 2 | 3 | 8 | -1 | -10 | -18 | -4 | 0
CC(C)(C)Nc1nc(SCC(=O)Nc2ccccc2)nc(N2CCOCC2)n1 | 5 | 9 | 13 | 8 | 8 | 2 | -4 | -13 | -5 | -5
COCCn1c(C)cc(C2=NNC(=Nc3ccc(Cl)cc3Cl)SC2)c1C | 1 | 6 | 3 | 4 | -9 | -4 | 5 | -8 | 8 | -14
O=C(CCCOc1ccccc1)NCCc1ccccc1 | -3 | -5 | -6 | -4 | -2 | 3 | 0 | -4 | 2 | 0
Cc1ccnc(NC2(C(F)(F)F)N=C(c3ccccc3)NC2=O)c1 (stereo not given) | -5 | -3 | -5 | 1 | -4 | -1 | 4 | 2 | 4 | 1
CCOc1ccc(C(=O)OCC(=O)Nc2cccnc2Cl)cc1OCC | 3 | -17 | 0 | 2 | 2 | -2 | -2 | 1 | 9 | -2
Cc1nc(N)sc1N=Nc1ccc(Br)cc1 | 3 | -7 | 4 | 16 | -17 | 2 | -2 | -9 | 10 | -20
O=C(Nc1ccc(S(=O)(=O)N2CCOCC2)cc1)c1ccccc1F | 0 | -5 | -5 | -8 | -1 | -2 | -4 | 3 | -7 | -4
COc1ccc(Cn2nnnc2C(C(C)C)N2CCc3ccccc32)cc1 (stereo not given) | 2 | -6 | 0 | -1 | 1 | -4 | -7 | -9 | 10 | -7
Cc1ccc(CC(=O)O/N=C(\N)c2cccc([N+](=O)[O-])c2)cc1 | 1 | 2 | -8 | -6 | 0 | 1 | 0 | 11 | -5 | 0
CC1=NNC(=O)C1CC(=O)N/N=C/c1ccncc1 (stereo not given) | 1 | -3 | 3 | 5 | 3 | -5 | -4 | 2 | 4 | -3
CN1CC2(Cc3c1ccc1ccccc31)C(=O)OC(C)(C)OC2=O | -247 | i | 3 | -4 | -226 | 0 | -4 | 2 | 3 | -271
C#Cc1ccc(CN2CCC(Oc3ccc(C(=O)NCc4ccccn4)cc3)CC2)cc1 | -1 | -8 | -2 | 8 | -2 | 9 | -1 | -3 | 10 | -9
Cc1ccc(-c2c(C(=O)N/N=C/c3cccnc3)nnn2-c2nonc2N)cc1 | -2 | -4 | 5 | 8 | 0 | 1 | -3 | 8 | 13 | -9
